Assay outcomes: PubChem BioAssay, Sanford-Burnham Center for Chemical Genomics
tim10-1 inh – growth inhibitors of tim10-1 mutant yeast | inhibition, % at 20 µM | 2.2% of 330,000 active | S. cerevisiae tim10-1 ts strain growth, BacTiter-Glo, 24 h;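 active = inhibition of at least 40%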;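 also: mutant grown at 25 °C; 0% = DMSO wells with yeast and 100% = wells holding no yeast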
NLRP3 yeast inh – inhibitors of NALP3 inflammasome in yeast | Yeast reconstituted NLRP3/ASC/caspase-1, beta-gal luminescence, 24 h | inhibition, % at 10 µM | 0.39% of 330,000 active | AID 2825;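 active = inhibition of 50% or more; inactive = inhibition below 50%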;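 also: plate controls were induced DMSO wells for no effect and uninduced yeast grown without galactose for full effect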
MPTP block – permeability transition pore inhibition. isolated mouse mitochondria, Ca2+ swelling absorbance, 30 min. inhibition, % at 10 µM. 1.4% of 360,000 active;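 active = inhibition of 50% or more, scaled per plate between neutral and stimulator controls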;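 also: 0% = DMSO wells given calcium and 100% = 1 mM EGTA wells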
TIM10 inh – growth inhibitors of TIM10 yeast strain; S. cerevisiae TIM10 strain growth, BacTiter-Glo luminescence, 24 h; inhibition, % at 10 µM; 1.4% of 330,000 active; AID 463195;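 active = inhibition of 40% or more at the single tested concentration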;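 also: wild-type TIM10 isogenic control strain grown at permissive 25 °C; 0% = DMSO yeast wells and 100% = minimal medium wells without yeast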
APJ agonist – activates the human apelin receptor APJ; P35414; CHO-K1 APJ PathHunter beta-arrestin, luminescence; 0% DMSO wells, 100% apelin; activation, % at 20 µM; 0.11% of 330,000 active;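 active = activation more than six SD over the plate average, tested at 20 µM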;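 also: 0% = DMSO alone and 100% = apelin-13 at 10 nM; some results filed as inactive read as strong as hits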
Target sequence (P35414 whole entry, looked up): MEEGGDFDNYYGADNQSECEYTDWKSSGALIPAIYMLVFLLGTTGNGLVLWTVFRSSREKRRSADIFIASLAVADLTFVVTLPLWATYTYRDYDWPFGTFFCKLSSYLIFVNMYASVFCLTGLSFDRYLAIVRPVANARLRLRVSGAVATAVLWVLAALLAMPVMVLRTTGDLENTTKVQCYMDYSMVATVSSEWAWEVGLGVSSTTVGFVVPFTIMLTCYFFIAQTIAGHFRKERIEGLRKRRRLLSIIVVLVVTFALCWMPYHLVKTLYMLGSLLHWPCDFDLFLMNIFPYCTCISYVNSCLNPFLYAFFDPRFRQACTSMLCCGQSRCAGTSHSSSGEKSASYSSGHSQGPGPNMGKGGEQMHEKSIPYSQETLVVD
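Test system – PathHunter CHO-K1 APJ (AGTRL-1) beta-arrestin reporter cells · Input – 1000 cells/well · Compound – single test compound dose, 20 µM final, 1% DMSO · Times – compound stimulation 90 min at 25 °C, detection 60 min · Technique – beta-gal luminescence · Read-out basis – APJ–arrestin association signal · Control set – negative DMSO alone, positive Apelin-13 at 10 nM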
tim23-1 inh – tim23-1 yeast growth inhibition; S. cerevisiae tim23-1 growth, BacTiter-Glo luminescence, 24 h; inhibition, % at 20 µM; AID 463212; 1.3% of 330,000 active;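 active = growth inhibition of the mutant yeast at or above 50%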;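 also: temperature-sensitive mutant grown at 25 °C; plate controls were DMSO-treated mutant yeast for no effect and medium wells lacking yeast for full effect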
GRIN3A LBD mod – modulators (binders) of human NR3A ligand-binding domain; NR3A LBD differential scanning fluorimetry, Tm shift; 0% = protein alone, 100% = glycine-bound protein; Tm shift relative to glycine control, % at 25 µM; 2.5% of 340,000 active; AID 1259313;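 active = melting temperature shift of at least 10% of the positive control shift, at one fixed dose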
MIN6 prolif – MIN6 beta-cell proliferation induction; proliferation, % at 10 µM; 0.29% of 330,000 active; MIN6 cells proliferation, ATPlite luminescence, 48 h; cells starved in 0.2% serum; 100% = growth in 10% serum;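 active = compounds whose signal lies at least 3.5 SD above the mean of all wells on their plate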;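 also: 0% = DMSO-treated cells in low-serum medium and 100% = 10% serum control; some compounds called inactive have numbers as strong as hits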
APJ antag – blocks the human apelin receptor APJ. P35414. AID 2521. inhibition, % at 20 µM. 0.32% of 330,000 active. CHO-K1 APJ beta-arrestin complementation, luminescence;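 active = inhibition above about 40% at 20 µM, limit read from the data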;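 also: cells challenged with 10 nM apelin-13 agonist together with compound; plate controls were apelin-13 plus DMSO wells for no effect and DMSO wells lacking apelin-13 for full effect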
Starred values were filed as active, the others as inactive; / = not tested or not shown. Outcome played no part in choosing rows (roughly 7.2% active in at least one column).

SMILES | tim10-1 inh | NLRP3 yeast inh | MPTP block | TIM10 inh | APJ agonist | tim23-1 inh | GRIN3A LBD mod | MIN6 prolif | APJ antag
CC1CN(Cc2nc3c(c(=O)n(C)c(=O)n3C)n2Cc2ccccc2)CC(C)O1 (stereo unspecified) | 17 | 8 | -0.9 | -2 | -5 | 3 | -2 | -1 | 13
CCc1ccc(NC(=O)CSc2nc(=O)n(CCCN3CCOCC3)c3c2CCC3)cc1 | -12 | 14 | 0.5 | 11 | -1 | 3 | 2 | 2 | -53
CCOc1ccc2nc(NC(=O)c3ccccn3)sc2c1 | 11 | 19 | 2.3 | 16 | -9 | 0 | -9 | -6 | 79*
Cc1ncc([N+](=O)[O-])n1CCOC(=O)C12CC3CC(CC(C3)C1)C2 | 29 | 19 | -1.0 | 10 | -4 | 22 | -1 | -1 | 12
O=C(c1ccco1)N1CCCC(Nc2ccc3c(c2)OCCO3)C1 (stereo unspecified) | -5 | 7 | -0.4 | -2 | -3 | -9 | 3 | -4 | -7
O=C(CCN1CCN(c2ccccc2F)CC1)Nc1cccc(F)c1 | -4 | 26 | 0.8 | 2 | -2 | 4 | 0 | -1 | 16
CCOc1ccc(S(=O)(=O)n2cc(-c3ccc(F)cc3)c(N)n2)cc1 | 9 | 15 | -0.1 | 24 | 2 | 21 | -3 | -1 | 2
Nn1c(SCC(=O)Nc2nccs2)nnc1C1CC1 | -4 | 25 | -0.9 | 1 | 2 | 5 | 2 | -1 | -37
O=C(OC(C(=O)NCC1CCCO1)c1ccccn1)c1cccs1 (stereo unspecified) | -11 | 0 | -3.3 | 0 | -1 | -1 | -3 | 0 | 2
CCOc1ccc(CN2CCN(Cc3cnc(-c4ccccc4)s3)CC2CCO)cc1 (stereo unspecified) | 21 | 12 | 3.2 | 23 | 0 | 3 | -1 | -1 | 13
Clc1ccc(CSc2nncn2-c2ccccn2)cc1 | 25 | 9 | 0.1 | -21 | -2 | 11 | -5 | -3 | 15
Cc1ccccc1NC(=S)NCCc1ccccn1 | 17 | -5 | -2.6 | 13 | -2 | -13 | 0 | -1 | -20
Cc1cccc(C)c1OCCSc1n[nH]c(N)n1 | 4 | 15 | 0.7 | -5 | 0 | 9 | -1 | -4 | -16
CCCC1c2ccc(C)n2CCN1C(=O)Nc1ccc(F)cc1 (stereo unspecified) | -2 | 20 | 3.2 | 2 | -2 | 4 | 2 | -1 | 5
COC(=O)CCN(C(=O)c1ccc(OC(C)=O)cc1)c1ccccn1 | 0 | 13 | 0.5 | -8 | -1 | 13 | 2 | 0 | 8

Continued, overlapping the part above by four compounds.
SMILES | tim10-1 inh | NLRP3 yeast inh | MPTP block | TIM10 inh | APJ agonist | tim23-1 inh | GRIN3A LBD mod | MIN6 prolif | APJ antag
Cc1ccccc1NC(=S)NCCc1ccccn1 | 17 | -5 | -2.6 | 13 | -2 | -13 | 0 | -1 | -20
Cc1cccc(C)c1OCCSc1n[nH]c(N)n1 | 4 | 15 | 0.7 | -5 | 0 | 9 | -1 | -4 | -16
CCCC1c2ccc(C)n2CCN1C(=O)Nc1ccc(F)cc1 (stereo unspecified) | -2 | 20 | 3.2 | 2 | -2 | 4 | 2 | -1 | 5
COC(=O)CCN(C(=O)c1ccc(OC(C)=O)cc1)c1ccccn1 | 0 | 13 | 0.5 | -8 | -1 | 13 | 2 | 0 | 8
CCn1c(CC(=O)Nc2cccc(OC)c2)nnc1SCC(=O)N1CCN(c2ccccc2)CC1 | 13 | -6 | -4.6 | 6 | -1 | 4 | 0 | -3 | -8
CC1CCN(C(=O)COc2cccc3c2CCN(Cc2ccccc2)C3=O)CC1 | 13 | 3 | 1.2 | 16 | 0 | -33 | 0 | 1 | 19
CC(C)(C)c1ccc(CSc2nc(N)cc(=O)[nH]2)cc1 | 8 | 15 | 67* | -8 | 2 | 6 | -2 | -6 | -5
CCOc1ccc2nc(NC(=O)c3ccc(C)o3)sc2c1 | 12 | 0 | 0.3 | 26 | 0 | 35 | -2 | -5 | 8
CC(C)OC(=O)CSc1nc(Cc2cccs2)nc2ccccc12 | 31 | 28 | 1.4 | 7 | -3 | 35 | -2 | -2 | 9
CCOc1ccc(NC(=O)c2ccc(NC(=O)CSc3nc4ccccc4c(=O)[nH]3)cc2)cc1 | 3 | 21 | -0.6 | -13 | -2 | -1 | 9 | -5 | -2
CC(C)CCN1C(=O)c2cccc3c(N)ccc(c23)C1=O | 39 | 10 | 0.7 | 14 | 8 | 65* | 14* | -3 | -27
Cc1ccc(-c2nnc(OCc3nc4ccccc4n3C)c3ccccc23)cc1 | 34 | 0 | 1.5 | 28 | 0 | 52* | 0 | -6 | 16
CCCC1CCc2[nH]nc(C(=O)NN)c2C1 (stereo unspecified) | 3 | 7 | 0.2 | -16 | 6 | 26 | -2 | 0 | -57
CC1CC(C)(C)Nc2ccc(OC(=O)c3ccco3)cc21 (stereo unspecified) | 19 | 21 | 3.7 | 13 | 0 | 20 | -1 | -6 | -45
CC1(C(=O)Nc2nnc(C(C)(C)C)s2)Cc2ccccc2C(=O)O1 (stereo unspecified) | 31 | -36 | -1.0 | 24 | -5 | 26 | 0 | 1 | 6
Cc1oc(S(=O)(=O)N2CCCCC2)cc1NC(=O)Nc1ccccc1 | 5 | 16 | 51* | 11 | 3 | 7 | -3 | -2 | 15
O=C(N/N=C/c1ccc(-c2cccc([N+](=O)[O-])c2)o1)[C@H]1C[C@@H]1c1ccccc1 | 11 | 22 | 2.4 | -5 | 1 | -4 | 15* | 0 | 6
CSCCC(NC(=O)c1ccccc1Br)C(=O)NCCCn1nc(C)cc1C (stereo unspecified) | 5 | 20 | -2.0 | -1 | 2 | 10 | 3 | 5 | -6
O=C(NCc1ccccn1)C(=O)NN=C1CCCCCCCCCCC1 | -8 | 11 | -0.6 | 10 | -5 | 6 | 0 | 1 | 10
CCOC(=O)Cc1csc(NC(=O)CS(=O)(=O)Cc2ccccc2)n1 | 5 | -3 | -0.7 | -7 | -3 | -2 | -2 | -2 | 18
Cc1ccc(C2=NS(=O)(=O)N(C)C(C(=O)Nc3cc(C)n(CC(=O)N4CCC(C)CC4)n3)=C2)cc1 | -17 | -1 | -0.4 | -5 | 0 | 1 | -3 | -2 | 17
CCOc1ccc(NC(=O)COC(=O)Cn2nc(C)c([N+](=O)[O-])c2C)cc1OCC | 1 | 3 | -1.6 | -10 | -2 | 7 | 0 | -3 | 0
COc1ccc(C(=O)/C=C/c2ccc(N3CCCCC3)c([N+](=O)[O-])c2)cc1 | 13 | 12 | 1.9 | 18 | -4 | 20 | 2 | -6 | 16
N#Cc1c(-c2ccco2)nc(SCC(=O)Nc2ccc(S(N)(=O)=O)cc2)[nH]c1=O | -3 | 8 | / | -10 | 0 | 0 | / | -1 | -8
CCSc1nnc(NC(=O)C2CC2c2ccccc2)s1 (stereo unspecified) | 2 | 1 | 0.8 | 9 | 3 | -4 | -3 | 0 | -11
C=CCOC(=O)C(C#N)c1nc2ccccc2nc1N1CCCC1 (stereo unspecified) | 41* | 35 | -0.3 | 18 | 0 | 38 | -1 | -4 | -6
O=c1cc(-c2ccc(O)c(O)c2)oc2cc(O[C@@H]3O[C@H](CO)[C@@H](O)[C@H](O)[C@H]3O)cc(O)c12 | -15 | 7 | 3.4 | 0 | -2 | -11 | 2 | 0 | 6
Cc1cc(SCC(=O)Nc2ccc3[nH]c(=O)[nH]c3c2)nc2ccccc12 | -7 | 7 | -0.3 | -22 | -1 | -14 | 2 | 0 | -4
COCCN=C1Sc2nc3cc4c(cc3cc2CN1CC1CCCO1)OCO4 (stereo unspecified) | -5 | 11 | 0.7 | 23 | -2 | 30 | 0 | 1 | 0
COC(=O)c1ccc(NC(=O)C23CC4CC(C2)CC(n2cnc(Cl)n2)(C4)C3)cc1 | 31 | 7 | -0.7 | 19 | -5 | 19 | -1 | -3 | 4
Cc1ccc(S(=O)(=O)Nc2cc(C(=O)NCCN(C)C)ccc2N2CCCC2)cc1 | 1 | 26 | 1.1 | 3 | 2 | -25 | 1 | 1 | 8
O=C(COC(=O)c1ccc[nH]c1=O)NC1CCCCCC1 | -5 | -6 | 0.4 | -9 | -2 | 1 | -3 | -3 | -3
CCc1ccc(N2CC(C(=O)OCC(=O)Nc3ccc([N+](=O)[O-])cc3)CC2=O)cc1 (stereo unspecified) | -8 | 17 | 1.5 | -5 | -3 | 6 | -2 | 3 | -5
O=C(O)COc1ccc(S(=O)(=O)c2ccc(OCC(=O)O)cc2)cc1 | 2 | 6 | 0.3 | 2 | -2 | 1 | 2 | 3 | 19
CCCCN(C(=O)C1CCCC1)c1c(N)n(Cc2ccccc2)c(=O)[nH]c1=O | -7 | 14 | -1.0 | -3 | -3 | 0 | -2 | 1 | 7
Cc1nn(C)c(C(=O)NNC(=S)NC2CCCCC2)c1Cl | 27 | 20 | 5.2 | 11 | -2 | 31 | -1 | 0 | 16
CCc1cc2c(=O)c(-c3ccc4c(c3)OCO4)coc2c(CN(C)C)c1O | 15 | 9 | 0.7 | 20 | -1 | 17 | 0 | 4 | 10
CCNc1nc(NCC)n2c(SCC(=O)Nc3cc(Cl)ccc3OC)nnc2n1 | 10 | 15 | -1.3 | 19 | -1 | 13 | -1 | -1 | -11
C=CCN1CCN(c2ccncc2S(=O)(=O)N2CCCCC2)CC1 | 2 | 8 | -0.2 | -8 | 1 | -4 | 0 | -3 | 11
Cc1oc2cc(O)cc(C)c2c(=O)c1-c1cnn(-c2ccccc2)c1 | -6 | 12 | -0.7 | 14 | -1 | 19 | 3 | -4 | -11
Cc1sc2ncnc(SCC(=O)N3CCN(C(=O)c4ccco4)CC3)c2c1C | 13 | -10 | -0.5 | 6 | -3 | 18 | 1 | -1 | 12
Clc1ccc(C2CC(c3cccs3)n3ncnc3N2)c(Cl)c1 (stereo unspecified) | 41* | 0 | -1.3 | 34 | 1 | 45 | -4 | -3 | 14
COC(=O)CN1C(CN2CCOCC2)=Nc2ccc(Br)cc2C1c1ccccc1 (stereo unspecified) | 10 | 5 | -1.5 | 28 | 1 | 13 | 2 | 4 | 18
COc1ccc(-n2c(SCC(=O)N3CCCCC3C)nnc2-c2cccnc2)cc1 (stereo unspecified) | 2 | -1 | 0.1 | 21 | -4 | 10 | 3 | -2 | 1
CC(Oc1cccc(Cl)c1)C(=O)Nc1cc(S(=O)(=O)N2CCOCC2)ccc1N1CCCC1 (stereo unspecified) | 0 | 11 | 0.8 | -9 | 1 | -7 | -2 | 0 | 12
COc1cc(/C=C/c2ccc3cccc(O)c3n2)c(Br)cc1O | 47* | -53 | 0.5 | 37 | -5 | 48 | / | -5 | 17
Cn1c(Cn2c(=O)sc3ccccc32)nnc1SCC(=O)Nc1ccc(Cl)cc1 | -1 | 11 | -0.1 | -3 | -4 | -5 | -1 | 0 | 3
Cc1ccc(NC(=O)COC(=O)c2cc(Cl)ccc2Cl)c(Br)c1 | 0 | -10 | 2.3 | -5 | -2 | -2 | -8 | 0 | 1
COc1ccc(Nc2nc(C)nc3c2oc2ccccc23)c(OC)c1 | 5 | -11 | -0.3 | -8 | -3 | -6 | 3 | 0 | 12
O=C(OCC(=O)N1CCOCC1)c1ccc(Cl)c(S(=O)(=O)N2CCc3ccccc32)c1 | 16 | 3 | 1.7 | 11 | -3 | 24 | 5 | 0 | 4
